Tb PFK block: qHTS Assay to Find Inhibitors of T. brucei phosphofructokinase; AID 485367, 2010; hit rate 0.17% among 330,000; Potency, µM (titrated, usually from 57.5 µM), inactives show at the highest dose activity, negative = inhibition, most hits filed as inhibitors; ATP-dependent 6-phosphofructokinase (Trypanosoma brucei brucei), O15648; T. brucei PFK, ADP-Glo luminescence;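 further: potency means the concentration at half of the fitted maximal effect; 0% = uninhibited 1x PFK enzyme wells and -100% = no-enzyme wells; nearly all actives have a fitted effect of over 60% in size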
Target sequence (O15648 whole entry, looked up): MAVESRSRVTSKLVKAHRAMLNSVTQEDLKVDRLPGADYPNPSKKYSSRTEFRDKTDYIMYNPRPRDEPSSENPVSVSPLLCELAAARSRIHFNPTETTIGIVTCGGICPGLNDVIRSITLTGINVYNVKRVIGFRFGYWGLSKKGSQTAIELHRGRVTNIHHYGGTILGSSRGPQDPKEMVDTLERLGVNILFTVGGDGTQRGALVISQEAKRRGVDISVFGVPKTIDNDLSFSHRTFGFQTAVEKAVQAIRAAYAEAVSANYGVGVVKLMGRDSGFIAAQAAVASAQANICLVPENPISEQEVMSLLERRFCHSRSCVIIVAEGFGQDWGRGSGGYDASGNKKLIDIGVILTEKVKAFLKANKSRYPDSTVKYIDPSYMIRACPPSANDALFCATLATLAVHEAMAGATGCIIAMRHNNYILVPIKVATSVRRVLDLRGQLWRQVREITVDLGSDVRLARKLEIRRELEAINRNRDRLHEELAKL
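ADP-Glo luminescence quantified ADP after 45 min at room temperature, with 1.25 nM T. brucei PFK, 0.1 mM ATP and 0.5 mM fructose-6-phosphate in pH 8.0 TEA buffer. qHTS titrations up to 57 µM; curves classified by quality.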
USP2a inh: qHTS Assay for Inhibitors of Ubiquitin-specific Protease USP2a Using CHOP2 as the Reporter; Potency, µM (doses to about 38.3 µM), for inactives: top-dose activity change, negative = inhibition, usual class: inhibitors; Ubiquitin carboxyl-terminal hydrolase 2 (Homo sapiens), O75604; AID 463254, 2010; USP2 core, Ub-CHOP2 coupled fluorogenic reporter, 485/531; hit rate 0.01% among 330,000;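 further: potency means the concentration at half of the fitted maximal effect; plate controls were DMSO wells for no effect and full inhibition by NEM control for full effect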
Target sequence (O75604 whole entry, looked up): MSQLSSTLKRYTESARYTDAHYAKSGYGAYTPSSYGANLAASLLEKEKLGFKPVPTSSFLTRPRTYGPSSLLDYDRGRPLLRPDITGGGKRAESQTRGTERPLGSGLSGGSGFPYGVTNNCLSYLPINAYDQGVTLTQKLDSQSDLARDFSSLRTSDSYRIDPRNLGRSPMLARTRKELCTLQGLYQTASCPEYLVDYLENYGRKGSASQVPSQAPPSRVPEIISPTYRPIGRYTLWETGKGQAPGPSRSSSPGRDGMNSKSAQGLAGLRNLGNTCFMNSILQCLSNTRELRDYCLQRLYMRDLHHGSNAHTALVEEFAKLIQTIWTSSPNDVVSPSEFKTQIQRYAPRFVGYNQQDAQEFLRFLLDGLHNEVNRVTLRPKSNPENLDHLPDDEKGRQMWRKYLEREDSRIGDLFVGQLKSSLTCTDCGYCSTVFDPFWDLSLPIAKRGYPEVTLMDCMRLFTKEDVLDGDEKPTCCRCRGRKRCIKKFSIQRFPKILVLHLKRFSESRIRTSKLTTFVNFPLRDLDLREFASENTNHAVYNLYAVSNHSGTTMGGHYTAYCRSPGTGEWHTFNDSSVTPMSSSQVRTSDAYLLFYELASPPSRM
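USP2 core (10nM final) preincubated 30min RT with compound in 20mM Tris-HCl pH 8.0, 2mM CaCl2, 2mM beta-mercaptoethanol, 0.05% CHAPS; 25nM Ub-CHOP2 plus 25nM reporter substrate added, fluorescence (Ex485/Em531) read after 60min.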
TSG101-PTAP inh: qHTS Assay for Iinhibitors of HIV-1 Budding by Blocking the Interaction of PTAP/TSG101; 340,000 tested, under 10 active; Fluorescence polarization, FITC-PTAP peptide / Tsg101 binding; Potency, µM (titrated, usually from 115 µM), for inactives: at the top dose activity change, negative = inhibition, most hits filed as inhibitors; active means well fitted inhibition curve with a large enough effect in the main read-out, with a control signal flat, not every such curve was filed as active; inconclusive means small, poorly fitted or top-dose-only effect, or effect the other way, or a change in a side signal; inactive means no such curve, though single readings can be large or run the other way; further: potency means the concentration at half of the fitted maximal effect; % of control where 0% means no effect
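FP read-out: FITC-PTAP peptide, 50 nM final, binding Tsg101 binding domain, 10 uM final; 20 min, r.t.; 10 mM HEPES pH 7.5, 0.15 M NaCl, 0.01% Tween 20, 3 mM EDTA, 0.1 mM TCEP.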
B2AR arrestin: qHTS assay of beta-arrestin-biased ligands of beta2-adrenergic receptor. Beta-2 adrenergic receptor (Homo sapiens), P07550. beta-arrestin recruitment to beta2AR, cell-based reporter. Potency, µM (titrated, usually from 46.1 µM), without a hit: at the top dose activation, hits mostly activators. hit rate 0.02% among 330,000. AID 492947, 2010;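 further: potency means the concentration at half of the fitted maximal effect; 0% = DMSO controls and full agonism = EC100 isoproterenol or metaproterenol; nearly all actives have a fitted effect of over 65% in size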
TCR act: Activators of T cell receptors: qHTS campaign. primary human leukocytes, anti-CD3, IL-2 HTRF, 48 h. 330,000 tested, under 10 active. Potency, µM (titrated, usually from 9.22 µM), without a hit: top-dose activation of IL-2 secretion, usual class: activators. AID 504894, 2011; further: % of control where 0% means no effect
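IL-2 produced over 48 hr by a-CD3 bead-stimulated primary human leukocytes exposed to compounds was detected with a homogeneous time-resolved FRET immunoassay, 665nm acceptor signal after 320nm excitation.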
Eya2 phos inh: qHTS Assay for Inhibitors of the Phosphatase Activity of Eya2; Protein phosphatase EYA2 (Homo sapiens), O00167; recombinant Eya2, OMFP fluorescence dephosphorylation (OMFP is methylfluorescein phosphate); Potency, µM (titrated, usually from 76.9 µM), inactives show top-dose activity, negative = inhibition, most hits filed as inhibitors; hit rate 0.006% among 330,000; further: potency means the concentration at half of the fitted maximal effect; on the % scale 0 is the no-effect control and ±100 the full control effect
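Eya2 protein (added as 0.2 uM solution) was preincubated with compound for 10 min at ambient temperature in 50 mM HEPES pH 7.5, 50 mM NaCl, 5 uM MgCl2, 0.05% BSA, 1 mM DTT. OMFP (added at 50 uM) then reacted 10 min; fluorescence read at 485/525 nm.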
uPA generation: qHTS for Inhibitors of Cell Surface uPA Generation | Potency, µM (highest dose often 38.3 µM), without a hit: at the top dose activity change, negative = inhibition, most hits filed as inhibitors | AID 540303, 2011 | cell surface uPA generation assay, qHTS | hit rate 0.31% among 330,000; active means well fitted inhibition curve with a large enough effect; inconclusive means small, poorly fitted or top-dose-only effect; inactive means no such curve, though single readings can be large or run the other way; tested in mouse RAW 264.7 cells; further: potency means the concentration at half of the fitted maximal effect; on the % scale 0 is the no-effect control and ±100 the full control effect; nearly all actives have a fitted effect of over 55% in size
BCR signal inh: qHTS Assay to Find Inhibitors of Chronic Active B-Cell Receptor Signaling | ABC-DLBCL IkBa-CBG/CBR reporter, luminescence ratio, 4 h | Potency, µM (top dose mostly 46.1 µM), for inactives: at the top dose ratio change, negative = lower green/red ratio, hits mostly inhibitors | hit rate 0.05% among 340,000; active means well fitted inhibition curve with a large enough effect in the signal ratio, with a control signal flat, not every such curve was filed as active; inconclusive means small, poorly fitted or top-dose-only effect, or effect the other way, or a change in a side signal; the % refers to the signal ratio;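 further: potency means the concentration at half of the fitted maximal effect; plate controls were basal doxycycline-induced cells for no effect and cells given 10 µM MG132 for full effect; MG132 reads +100%, hits lower the ratio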
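Cell line TMD8 (human ABC DLBCL), stably expressing tet-inducible CBG68-IkBa fusion and CBR; IMDM/0.5% FBS; cpd up to 46 uM; dox induction, 4 h, 37C/5% CO2; dual luminescence; green/red ratio; MG132 control.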
ELG1 DNA repair: qHTS screen for small molecules that inhibit ELG1-dependent DNA repair in human embryonic kidney (HEK293T) cells expressing luciferase-tagged ELG1; hit rate 2.3% among 330,000; HEK293T ELG1-luciferase reporter, luminescence, 16 h; DNA damage induced by 5-fluorouridine; AID 504467, 2011; Potency, µM (highest dose often 46.1 µM), inactives show at the top dose activity change, negative = inhibition, usual class: inhibitors; further: potency means the concentration at half of the fitted maximal effect; on the % scale 0 is the no-effect control and ±100 the full control effect; nearly all actives have a fitted effect of over 55% in size
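Luminescence from the luciferase reporter, measured 30 min after ONE-Glo reagent at room temperature, was the read-out. Beforehand, 2,000 cells per well were exposed for 16 hr at 37 °C to 5-fluorouridine together with compound or vehicle.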
TSHR antagonist: Antagonists of the Thyroid Stimulating Hormone Receptor: HTS campaign; hit rate 0.2% among 330,000; TSHR-expressing cells, TSH-stimulated cAMP HTRF, 2 h; stronger effect = lower value; activity change, negative = inhibition, % at 11.5 µM; Thyrotropin receptor (Homo sapiens), P16473;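 active means activity change below a set negative limit, meaning inhibition stronger than a set level, cut at about -70% in these data; inconclusive means activity change between two set negative limits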; further: on the % scale 0 is the no-effect control and ±100 the full control effect
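Cell-based HTRF cAMP assay; TSHR cells + compound, TSH EC80 (4nM final), 2 h, 37 deg C. Lysis with anti-cAMP cryptate and cAMP-d2, 30 min RT, read 665/620 nm.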
Mito fusion yeast: qHTS Assay for Small Molecule Inhibitors of Mitochondrial Division or Activators of Mitochondrial Fusion | S. cerevisiae fusion-defective mutant growth rescue, CellTiterGlo 48 h | Potency, µM (top dose mostly 46.1 µM), without a hit: at the highest dose growth rescue (activation), usual class: activators | hit rate 0.23% among 320,000 | AID 485298, 2010;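 further: potency means the concentration at half of the fitted maximal effect; % of control where 0% means no effect; nearly all actives have a fitted effect of over 45% in size; temperature-sensitive fusion mutants such as fzo1-1 at 37 °C on non-fermentable ethanol glycerol medium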
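Read-out: ATP-based luminescence (CellTiterGlo, 10 min ambient) reporting growth of fusion-defective ts yeast after 48 hours at 37C on glycerol/ethanol YPEG medium in the presence of compound.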
Starred values were filed as active, the others as inactive; ? = inconclusive; nt = no result given; [ ] = another dose, or the depositor's remark. Unless noted, the call rests on the fitted dose curve; in most records, active means well fitted curve in the direction sought with a large enough effect; inconclusive means small, poorly fitted or top-dose-only effect, or another doubt; inactive means no such curve, though single readings can be large; an effect the other way counts as inactive or inconclusive. Not a hit list. Share with any hit: about 3%.

SMILES	Tb PFK block	USP2a inh	TSG101-PTAP inh	B2AR arrestin	TCR act	Eya2 phos inh	uPA generation	BCR signal inh	ELG1 DNA repair	TSHR antagonist	Mito fusion yeast
CCCOc1ccc(-c2c(C(=O)N/N=C/c3ccsc3)nnn2-c2nonc2N)cc1	2%	2%	1%	0.0%	2%	-3%	1%	10%	-5%	-10	-2%
COc1ccc(-c2noc(CSc3ccc(C)cc3)n2)cc1	2%	1%	-7%	0.3%	-3%	-3%	nt	?	-2%	-10	1%
Cn1c(=O)c2c(nc(-n3ccnc3)n2Cc2ccc([N+](=O)[O-])cc2)n(C)c1=O	-1%	-5%	-2%	-0.5%	-1%	-5%	-1%	0%	?	9	2%
CC(C)(C)c1ccc(O)c(O)c1	?	0%	2%	-2.1%	-2%	18%	?	-9%	23%	22	-1%
CCCCNC(=S)NNC(=O)c1csc2c1CCC(C)C2 (stereo unspecified)	2%	0%	-1%	4.7%	-2%	-4%	nt	-15%	-15%	7	-9%
O=C(O)C1CCCN1S(=O)(=O)c1ccc2ccccc2c1 (stereo unspecified)	3%	-1%	-3%	-0.4%	-6%[46.1 µM]	6%	-2%	7%	-2%	0	0%
O=C(Cn1ccc2ccccc2c1=O)NCCC(=O)Nc1cccc(Cl)c1	3%	1%	-1%	10%	-1%	0%	-11%	-2%	-7%	-6	2%
CCN(CC(=O)Nc1cc(Cl)ccc1C)C(=O)CCc1nc2ccccc2c(=O)[nH]1	0%	5%	-10%	0.0%	0%	-8%	-14%	-2%	4%	-3	-5%
O=C1C2CCCCC2C(=O)N1c1ccc(NC2CCCCC2)c([N+](=O)[O-])c1 (stereo unspecified)	0%	2%	6%	-0.7%	2%	4%	1%	?	5%	3	26%
CC(C)[C@H](NC(=O)[C@H](CC(=O)O)NC(=O)[C@H](CCCCN)NC(=O)[C@@H](N)CCCN=C(N)N)C(=O)N[C@@H](Cc1ccc(O)cc1)C(=O)O	-1%	3%	nt	-0.5%	nt	-4%	nt	4%	-4%	-3	-3%
COc1ccc(CN2CCn3ncc(C(=O)Nc4ccccc4)c3C2=O)cc1	2%	0%	0%	0.2%	10%	5%	0%	-2%	?	45	-3%
CCOC(=O)c1cc2[nH]c3ccccc3c2[n+](-c2ccc([N+](=O)[O-])cc2)c1C	0%	2%	-2%	0.1%	-2%[46.1 µM]	-2%	-3%	2%	-21%	6	0%
CCCCn1c(=N)n(CC(O)COc2ccc(C)cc2)c2ccccc21 (stereo unspecified)	2%	1%	-2%	3.6%	-2%	-15%	-7%	?	?	11	-11%
Fc1ccccc1/C=N/Nc1ncnc2ccccc12	0%	2%	0%	?	nt	-27%	-2%	?	?	5	3%
CN(C)C(=O)c1cc(C(=O)c2ccccc2C(F)(F)F)c[nH]1	2%	-1%	-3%	-0.2%	-4%	10%	2%	-14%	6.5µM*	4	14%
Cc1cc(C)c(NC(=O)CNC(=O)COC(=O)/C=C/c2cccs2)c(C)c1	3%	1%	0%	-1.9%	-2%	2%	1%	?	?	7	-3%
O=C(CN1CCN(C(=O)C2CCCO2)CC1)Nc1ccc(Cl)c(Cl)c1 (stereo unspecified)	-1%	0%	1%	-0.1%	-8%	14%	-1%	-8%	-10%	8	2%
Cc1cc(C)c2oc(=O)cc(CN3CCCCC3)c2c1	2%	0%	-9%	0.3%	5%	-7%	2%	?	6%	-2	-5%
CSC1=C(C#N)C(c2ccncc2)C(C(=O)Nc2ccccc2)=C(C)N1 (stereo unspecified)	9%	5%	2%	-0.8%	8%	-19%	3%	0%	6%	-1	2%
Cc1csc(N/N=C/c2ccccn2)n1	-10%	-1%	2%	-0.1%	1%	6%	-18%	?	?	-3	-12%
O=C(Cn1nc(C(F)F)cc1C(F)F)NNC(=S)Nc1ccc([N+](=O)[O-])cc1	3%	-3%	-5%	-0.7%	nt	1%	0%	?	9%	-13	-2%
Cc1cc2cc(CN(Cc3ccc4c(c3)OCO4)C(=O)c3cnccn3)c3nnnn3c2cc1C	-2%	-2%	-3%	-0.2%	1%	16%	-1%	-1%	16µM*	-10	0%
NC(=S)Nc1cc(Cl)ccc1Cl	0%	0%	-4%	-0.7%	9%	20%	-2%	-9%	-8%	-5	-2%
CCCN1CCC(NC(=O)Nc2ccc([N+](=O)[O-])cc2)CC1	0%	3%	-1%	-0.4%	-2%	3%	-10%	8%	3%	-7	3%
COc1ccccc1NC(=O)Cc1csc(NC(=O)c2ccccc2)n1	0%	2%	-5%	-0.9%	0%	12%	-10%	-8%	?	-9	3%
C/C(=N\O)C(C)(C)Nc1ccccc1F	1%	1%	-1%	0.1%	14%	-4%	4%	?	-15%	-8	1%
CCOc1ccc(-c2c(C(=O)N/N=C/c3ccc(O)cc3)nnn2-c2nonc2N)cc1	-2%	0%	0%	-0.2%	-8%	-12%	3%	4%	0%	2	5%
O=C(Nc1ccc2c(c1)CCC2)c1cccc(F)c1	-7%	1%	0%	-1.5%	-1%[46.1 µM]	6%	-5%	-6%	?	7	8%
COCCNC(=O)c1ccc2c(c1)nc(C)n2-c1cccc(Cl)c1	8%	5%	-5%	0.1%	3%	-2%	3%	-5%	-1%	-3	12%
CSc1ccc(NC(=O)Nc2ccc(C(=O)NCC(=O)O)cc2)cc1	13µM*	1%	-5%	-0.2%	5%	8%	7%	5%	26%	9	-5%
Cc1cc(Nc2cnc3ccccc3n2)n(-c2ccccc2)n1	1%	3%	-2%	0.2%	nt	-22%	-16%	?	-10%	15	-4%
CCN(Cc1nc(-c2ccc(C)cc2)no1)C(=O)c1ccco1	-1%	1%	0%	0.5%	2%	-5%	-1%	9%	11%	-5	24%
CC1CC(=O)Nc2ccccc2N1C(=O)CSc1nnnn1C(C)C (stereo unspecified)	-1%	0%	-7%	-0.1%	-1%	-7%	7%	?	0%	2	0%
CC(Oc1ccc2ccc(=O)oc2c1)C(=O)NC1CCN(Cc2ccccc2)CC1 (stereo unspecified)	-1%	2%	-8%	0.1%	2%	4%	-11%	-5%	6%	10	7%
CC1C=CCC2C(=O)N(c3cccc(C(=O)NCCc4ccccc4)c3)C(=O)C12 (stereo unspecified)	0%	2%	-8%	0.4%	-7%	-16%	5%	5%	-2%	-13	3%
CCn1c(C)cc(/C=C2/SC(=O)N(C(C)C(=O)OC)C2=O)c1C (stereo unspecified)	-1%	0%	-1%	0.2%	-3%	10%	-9%	?	?	-9	-3%
Cc1ccc(-c2nnc(SCC(=O)Nc3ccc4c(c3)oc3ccccc34)n2C)c(Cl)c1	0%	2%	-3%	0.0%	4%	4%	nt	1%	18µM*	-9	6%
O=C(NCc1ccncc1)C(=O)N/N=C/c1ccccc1OCc1ccccc1	-8%	0%	1%	-0.2%	1%	4%	4%	1%	?	-7	2%
Nc1nonc1-c1noc(N2CCCCC2)n1	3%	1%	-10%	0.2%	-2%	0%	-4%	7%	?	7	7%
CN(C)CCCNC(=O)/C(=C\c1ccc(-c2cccc([N+](=O)[O-])c2)o1)NC(=O)c1ccccc1	0%	-6%	-1%	0.1%	0%	0%	2%	?	1%	-6	-5%
Cc1cc(NC(=O)C(C)SCC(=O)Nc2nnc(CC(C)C)s2)no1 (stereo unspecified)	-3%	1%	-5%	-0.4%	-4%	-2%	1%	1%	19%	1	-6%

Screening data (PubChem BioAssay)
